Compound activity as filed in PubChem BioAssay.
OPRM1-OPRD1 inv: inverse agonist of human OPRM1-OPRD1 heterodimerization; P35372+P41143; cell-based MOR-DOR heterodimer luminescence, inverse agonism; inhibition, % at 9.3 µM; 0.21% of 340,000 active; AID 504357; in the data active = inhibition above about 22%, passing the limit was not always enough;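 also: 0% = cells with DMSO and 100% = wells without cells with DMSO; values of inactives mirror those of a sister screen read the other way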
Target sequence (P35372 whole entry, looked up): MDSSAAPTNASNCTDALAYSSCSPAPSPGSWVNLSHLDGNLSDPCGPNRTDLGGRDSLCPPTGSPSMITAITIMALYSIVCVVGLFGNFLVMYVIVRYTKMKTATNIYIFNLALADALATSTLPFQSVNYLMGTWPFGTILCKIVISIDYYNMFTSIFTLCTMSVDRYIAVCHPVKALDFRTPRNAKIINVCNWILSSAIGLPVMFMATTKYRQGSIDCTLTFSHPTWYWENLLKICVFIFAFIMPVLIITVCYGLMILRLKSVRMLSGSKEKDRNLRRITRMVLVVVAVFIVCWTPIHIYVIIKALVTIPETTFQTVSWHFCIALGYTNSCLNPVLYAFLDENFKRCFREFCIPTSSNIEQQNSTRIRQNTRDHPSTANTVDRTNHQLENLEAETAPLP
Target sequence (P41143 whole entry, looked up): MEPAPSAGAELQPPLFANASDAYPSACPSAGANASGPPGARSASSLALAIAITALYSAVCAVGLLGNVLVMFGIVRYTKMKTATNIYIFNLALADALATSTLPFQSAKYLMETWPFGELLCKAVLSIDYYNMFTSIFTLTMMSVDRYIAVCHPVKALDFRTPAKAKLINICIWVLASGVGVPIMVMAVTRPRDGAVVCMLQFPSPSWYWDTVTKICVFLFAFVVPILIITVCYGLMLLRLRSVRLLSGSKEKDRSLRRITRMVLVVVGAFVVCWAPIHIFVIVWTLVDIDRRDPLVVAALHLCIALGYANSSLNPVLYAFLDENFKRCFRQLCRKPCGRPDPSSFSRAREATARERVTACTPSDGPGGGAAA
phage Ecoli inh: E. coli growth loss with phage present; 0.26% of 360,000 active; growth absorbance; inhibition, % at 11.9 µM; in the data active = inhibition above about 11%
Tat export inh: inhibitors of E. coli Tat protein transport. E. coli MC4100 TorA-mCherry Tat export, fluorescence. inhibition, % at 10 µM. 0.036% of 340,000 active;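 active = mean replicate inhibition at least 50% and at least half of replicates individually reaching 50%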;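 also: exported cargo escapes ClpAP degradation while cytoplasmic cargo is degraded and loses fluorescence; 0% = median of neutral control wells and 100% = median of NaSCN control wells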
MOR-DOR ag: agonists of human mu-delta opioid receptor heterodimerization; cells, OPRM1-OPRD1 heterodimerization, luminescence; activation, % at 9.3 µM; 0.3% of 340,000 active; AID 504326; in the data active = activation above about 18%;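 also: 0% = vehicle-treated cells and 100% = reference agonist; values of inactives mirror those of a sister screen read the other way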
Arr AP2 block: inhibitors of human beta-arrestin and AP2 interaction. FITC-arrestin peptide / GST-AP2 beads, flow cytometry; AP2 beta2 appendage carries R879A mutation. inhibition, % at 10 µM. 0.31% of 340,000 active;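 active = inhibition above a set limit, near 3 SD of compounds lacking own fluorescence, cut at about 54% in these data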;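 also: plate controls were DMSO wells for no effect and 5 µM unlabelled arrestin peptide for full effect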
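test system = AP2 appendage R879A on GSH beads | buffer or medium = PBS plus Tween 20 (0.05%) and BSA (0.1%) | incubation = 12 min plus 1 h, RT | detection = bead flow cytometry, FITC channel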
SUMO Mot1 rescue: blocks SUMOylation pathway, rescuing yeast Mot1-301 growth. growth rescue, % at 18.8 µM. 1% of 320,000 active. AID 2716. S. cerevisiae Mot1-301 growth rescue, ATP luminescence, 38.5C; percent above DMSO median, 100 means doubled;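 active = every valid replicate shows activation above 250% relative to neutral control wells; inactive = the rest, any valid replicate at or below 250%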;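 also: OY570 slx delta 5 strain wells were the positive control but not used for scaling; some compounds called inactive have numbers as strong as hits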
E coli growth: reduces bacterial viability in AddAB counter-screen | 0.27% of 330,000 active | E. coli V3065 growth, OD600 absorbance, 18 h | inhibition, % at 11.9 µM;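 active = inhibition above the campaign's mean inhibition across all tested compounds plus 3 SD, cut at about 9.9% in these data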;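 also: uninfected addAB+ strain grown without phage in ampicillin broth; 0% = DMSO wells and 100% = ciprofloxacin 0.95 µg/ml wells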
PKA-R1A activ: activates the PKA-R1A holoenzyme complex; PKA-R1A dissociation, Cy5-IP20 fluorescence polarization; scaled: DMSO 0%, 113 µM cGMP 100%; activation, % at 11.4 µM; 0.083% of 340,000 active; AID 504707;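 active = percent activation above the mean of all tested compounds plus 3 SD, cut at about 19% in these data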;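 also: higher means more PKAc released from R1A so a rise in polarization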
AddAB inh: less growth of phage-infected E. coli with AddAB. 0.29% of 330,000 active. inhibition, % at 11.9 µM. E. coli expressing H. pylori AddAB, absorbance growth; in the data active = inhibition above about 12%;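 also: 0% = vehicle wells of infected cells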
Pemphigus Ab inh: human desmoglein-3 autoantibody binding inhibition. P32926. DSG3-coupled beads, scFv-anti-DSG3-GFP binding, flow cytometry; active compounds read low. binding (percent of control), % at 10 µM. 0.48% of 310,000 active. AID 588358;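 active = binding more than 3 SD below its plate's average and above zero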;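 also: hits lower antibody fragment binding to DSG3; some compounds called inactive have numbers as strong as hits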
PfHsp90 set2: inhibits growth of yeast expressing Plasmodium falciparum Hsp90; S. cerevisiae expressing PfHsp90, BacTiter-Glo ATP, 48 h; yeast lacking PDR1 and PDR3 efflux regulators; inhibition, % at 9.4 µM; 0.32% of 310,000 active; AID 504621;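 active = every replicate shows inhibition above about 80%, whatever the replicate mean, limit read from the data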;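 also: 0% = DMSO neutral controls and 100% = 20 µM radicicol positive controls; yeast relying on Plasmodium falciparum Hsp90 in place of its own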
* marks the source's active call; other numbers are inactive results; nt = no result given.

SMILES	OPRM1-OPRD1 inv	phage Ecoli inh	Tat export inh	MOR-DOR ag	Arr AP2 block	SUMO Mot1 rescue	E coli growth	PKA-R1A activ	AddAB inh	Pemphigus Ab inh	PfHsp90 set2
COCCn1nnnc1C(c1ccc(OC)cc1OC)N1CCN(c2ccccc2)CC1 (centres undefined)	-2	-1.2	7	0.5	6	1	-2.3	-4	0.9	97	14
COc1ccc2[nH]c(C(=O)NCc3ccccc3)cc2c1	-9	3.9	-2	1.8	9	2	-1.1	-5	-1.8	113	-14
COc1ccc(N=Cc2c[nH][nH]c2=O)cc1	-12	2.6	6	2.1	2	10	-1.0	-2	1.8	98	-16
CCCNC(=O)COC(=O)c1ccccc1C(=O)N(C)C1CCCCC1	20	3.6	-2	-3.2	3	59	-0.5	-9	1.7	83	10
COC(=O)c1cc(NC(=O)c2cc(C)oc2C)cc(C(=O)OC)c1	19	2.6	-6	-3.5	3	-10	-3.1	8	-1.2	101	1
COCCCNC(CC(=O)Nc1cc(C)cc(C)c1)C(=O)O (centres undefined)	8	5.3	-5	-1.6	2	1	1.3	0	1.7	99	7
O=C(NCCCN1CCN(CCCNC(=O)c2cccc(Cl)c2)CC1)c1cccc(Cl)c1	10	3.2	-6	-1.8	-5	11	0.3	-1	2.3	129	13
CC(=O)Nc1ccc(S(=O)(=O)NC2CCCCCC2)cc1	14	0.9	2	-2.6	3	155	1.6	5	2.0	113	27
O=C1CC2(CCN(C(=O)COc3ccccc3)CC2)Oc2ccccc21	4	0.0	-4	-0.7	9	-1	-0.2	2	-3.4	110	-9
COc1cc(OC)cc(C(=O)NNC(=S)NC2CC2)c1	25	3.0	-1	-4.8	0	-16	2.7	-14	0.4	96	25
COc1ccc(CC(NC(C)=O)C(=O)NC2CCN(c3nc(C)cc(C)c3C#N)CC2)c(OC)c1 (centres undefined)	9	0.8	-1	-1.6	-1	1	-1.4	9	-2.0	90	-6
COc1ccccc1NC(=O)COc1ccccc1C(=O)Nc1ccccc1	11	0.8	-1	-2.4	14	-14	1.4	-7	1.0	114	-5
O=C(O)COc1ccccc1/C=N/NC(=O)Cc1csc(Nc2cccc(C(F)(F)F)c2)n1	nt	3.0	5	nt	-17	9	1.1	nt	-0.8	111	-1
COc1ccccc1CNC(=O)C(CCSC)NS(=O)(=O)c1ccc2c(c1)oc(=O)n2C (centres undefined)	1	-0.6	7	-0.1	-7	-8	-0.2	-1	4.8	nt	39
O=S(=O)(Nc1nc2ccccc2nc1NCC1CCCO1)c1ccc(F)cc1 (centres undefined)	4	0.5	-4	-0.8	-2	-15	-1.6	2	3.8	100	1
CC(C)c1ccccc1OCC(=O)NCC(c1cccs1)N1CCOCC1 (centres undefined)	-16	2.4	1	2.8	1	9	-2.9	4	0.2	108	-1
Cc1cc(C)nc(SCC(=O)c2ccc3c(c2)OCCO3)n1	-6	3.7	-1	1.1	-12	-8	-1.6	-6	-0.4	96	nt
O=[N+]([O-])c1cccnc1NCCc1c[nH]c2ccccc12	4	1.4	13	-0.9	3	54	-2.0	1	0.2	112	-39
NC(=O)CSc1nnc(-c2cccc(S(=O)(=O)N3CCCCC3)c2)o1	17	0.9	-19	-3.4	8	-7	0.1	-15	-0.8	95	3
CC1(C)CC(CC(=O)O)(c2ccccc2)CCO1 (centres undefined)	11	2.2	3	-2.2	-2	-11	-1.6	-3	-1.2	97	5
CCNC(=O)/C(C#N)=C/c1c(N2CCN(Cc3ccc4c(c3)OCO4)CC2)nc2c(C)cccn2c1=O	9	2.8	-2	-1.6	57*	-24	-0.2	-7	0.8	107	32
O=C(NCc1ccccc1F)C1CCN(C(=O)Nc2ccc(F)cc2)CC1	-1	1.4	3	0.1	-6	-2	-0.7	3	2.2	130	13
O=C(NCc1cccnc1)c1ccc2c(c1)N(Cc1ccccc1)CCS2	8	1.1	5	-1.6	17	-2	-1.8	-14	-0.7	88	10
CCO[C@@H]1OC(C(N)=O)=C[C@H](c2ccc(Br)cc2)[C@H]1CCCO	11	1.4	-3	-1.9	3	48	0.3	-11	2.5	100	11
Fc1c(F)c(F)c(/C=N/NC(=S)Nc2cccnc2)c(F)c1F	3	3.8	11	-0.5	-1	18	0.9	-4	3.1	116	1
CC1(C)CC(=O)C=C(Nc2ccccc2F)C1	8	0.2	-4	-1.9	5	203	-1.3	8	1.7	105	30
O=C(CCCCCNS(=O)(=O)c1ccc(Br)cc1)NCCN1CCOCC1	6	4.4	-3	-1.0	-8	-8	-0.8	5	0.0	101	10
O=C(CSc1ccsc1[N+](=O)[O-])N1CCN(c2ccccc2)CC1	14	1.0	1	-2.3	-5	14	1.3	3	6.8	97	13
NC(=O)c1ccc[n+](Cc2ccccc2)c1	16	2.0	8	-3.0	6	0	3.6	11	1.9	95	4
CC(C)Cn1c(=O)c2ccccc2n2c(CCC(=O)NCc3ccccn3)nnc12	14	0.3	1	-2.5	17	2	0.0	-7	3.9	99	-3
COCCNC(=O)CSc1nc2ccccc2c(=O)n1CCC(=O)N1CCN(c2ccccc2)CC1	11	1.1	-3	-2.2	7	6	1.1	5	1.2	116	nt
CCC(=O)N/C(N)=N/c1nc(C)c2cc(OC)ccc2n1	-1	2.5	-1	0.1	-2	12	-0.4	6	-2.0	98	-7
COc1cccc(NC(=O)Cn2c(=O)oc3ccccc32)c1	13	3.6	4	-2.3	1	6	-0.2	1	-1.7	nt	4
Clc1ccccc1COc1ccc(/C=N/n2cnnc2)cc1	1	2.6	-4	-0.2	0	-7	0.7	-9	1.4	108	-79
COc1ccc(/C(C)=N/NC(=O)c2ccc(N(C)C)cc2)cc1	2	-0.5	-8	-0.3	-1	258	4.7	-3	2.9	101	-2
O=C(CN1C(=O)CCS(=O)(=O)c2ccccc21)NCc1ccc(F)cc1	8	4.0	2	-1.4	-8	253	-0.5	-5	-2.9	108	-15
Cc1ccc(S(=O)(=O)Nc2ccc(Br)cc2/C=N/n2cnnc2)cc1	-15	2.0	1	2.6	7	88	1.7	-17	0.8	85	-7
CCCCCN(C(=O)COC(=O)Cc1c(C)nc2ccccc2c1C)c1c(N)n(CCCC)c(=O)[nH]c1=O	8	2.5	2	-1.2	26	9	-0.8	-1	0.8	105	-41
Cc1ccccc1OC1C(=O)N(Cc2ccc3c(c2)OCO3)C1c1sccc1C (centres undefined)	-20	-0.5	8	3.5	1	-4	-2.1	1	-1.5	95	nt
COc1ccc(S(=O)(=O)N2c3ccccc3OCC2CC(=O)O)cc1 (centres undefined)	11	-3.0	12	-1.9	10	-7	-2.4	9	-0.9	94	-15
O=C(Cn1ncc2c([nH]c3ccccc32)c1=O)N1CCOCC1	14	1.5	1	-2.7	-12	1	0.4	-3	0.0	101	14
O=C(NCc1ccco1)c1ccc(-c2cccc(Cl)c2)o1	3	3.8	-5	-0.7	30	-6	0.0	11	4.0	104	20
Cc1cc(C)nc(SCC(=O)N/N=C/c2cccn2-c2cccc(C(F)(F)F)c2)n1	5	-2.0	8	-1.1	15	0	1.2	-2	-0.2	105	nt
Cc1ccc(CC(=O)Nc2cccnc2)cc1	13	2.1	3	-1.9	1	23	1.1	3	0.6	99	7
CC(C)(C)c1ccc(C(=O)Oc2ccccc2CCC(=O)O)cc1	nt	-1.0	nt	nt	15	-28	0.5	nt	0.2	95	nt
CC1=NNC(=O)C1CC(=O)N/N=C(\C)c1cccs1 (centres undefined)	7	4.0	-2	-1.2	3	-1	0.1	-15	-1.8	110	11
CN(CCNC(=O)C1CCN(S(=O)(=O)c2cnc[nH]2)CC1)Cc1ccccc1	16	0.6	-2	-3.3	24	9	-1.9	-10	0.1	100	5
Cc1cccc(NC(=O)c2cccc(C(=O)Nc3cccc(C)c3)c2)c1	-12	0.9	-11	2.6	-10	303	-2.6	5	2.3	88	5
CCC(=O)N1CCc2cc(Br)c(S(=O)(=O)CCC(=O)NCCc3ccccc3)cc21	-1	3.9	0	0.3	2	nt	nt	4	nt	97	12
COC(=O)c1ccc(N2CCCCC2)c(NC(=O)c2ccco2)c1	-18	0.1	7	2.3	26	44	0.1	1	4.1	108	11

Rewritten with each value named: part of the list above.
O=C(NCc1ccco1)c1ccc(-c2cccc(Cl)c2)o1
  OPRM1-OPRD1 inv: 3 | phage Ecoli inh: 3.8 | Tat export inh: -5 | MOR-DOR ag: -0.7 | Arr AP2 block: 30 | SUMO Mot1 rescue: -6 | E coli growth: 0.0 | PKA-R1A activ: 11 | AddAB inh: 4.0 | Pemphigus Ab inh: 104 | PfHsp90 set2: 20
Cc1cc(C)nc(SCC(=O)N/N=C/c2cccn2-c2cccc(C(F)(F)F)c2)n1
  OPRM1-OPRD1 inv: 5 | phage Ecoli inh: -2.0 | Tat export inh: 8 | MOR-DOR ag: -1.1 | Arr AP2 block: 15 | SUMO Mot1 rescue: 0 | E coli growth: 1.2 | PKA-R1A activ: -2 | AddAB inh: -0.2 | Pemphigus Ab inh: 105 | PfHsp90 set2: nt

More compounds follow.
SMILES	OPRM1-OPRD1 inv	phage Ecoli inh	Tat export inh	MOR-DOR ag	Arr AP2 block	SUMO Mot1 rescue	E coli growth	PKA-R1A activ	AddAB inh	Pemphigus Ab inh	PfHsp90 set2
O=C1CC[C@@H]2CC(N3CCN(c4ccccc4)CC3)C[C@@H]3CCN1[C@H]23 (some centres undefined)	15	0.7	-6	-2.6	2	nt	nt	-17	nt	103	-43
O=C(O)c1sccc1S(=O)(=O)N1CCN(c2ccc(C(F)(F)F)cn2)CC1	-4	3.4	0	0.8	8	-9	2.3	-6	5.9	nt	10
COc1ccc(C(=O)C[n+]2cccc(C)c2C)cc1[N+](=O)[O-]	4	0.6	0	-0.8	-6	-5	-1.9	-1	-1.2	127	nt
CCOP(=O)(c1ccc(N(C)C)cc1)C(O)c1ccccc1 (centres undefined)	11	2.2	-4	-2.6	-19	6	-0.6	-4	1.9	99	50
Cc1ccc(C)c(NS(=O)(=O)c2cc(C(=O)Nc3ccccc3-c3ccccc3)ccc2Cl)c1	-41	3.8	13	6.5	10	165	-2.5	-8	1.1	93	8
Cc1cnc(C(=O)Nc2ccc(-n3cnnn3)cc2)cn1	13	5.0	-9	-2.0	28	6	1.0	-2	4.8	98	-24
CCC(C)Sc1nnc(CSc2nc3nc(C)cc(C)n3n2)o1 (centres undefined)	-11	2.2	-6	1.8	-4	-7	-1.5	-20	2.2	97	-18
CCN(CC)c1ccc(/C=N/NC(=O)Nc2ccccc2)cc1	-29	3.0	9	6.2	15	-15	1.7	3	-0.1	101	-46
CCOc1ccccc1CNC(CC)CO (centres undefined)	-13	2.0	3	1.7	9	-10	0.6	-3	2.6	104	-5
O=C(NCCC1=CCCCC1)C1CCN(S(=O)(=O)c2ccc(-n3cnnn3)cc2)CC1	12	3.0	-8	-2.2	31	nt	nt	-21	nt	107	17
C=CCn1nnnc1SCC(=O)Nc1ccc(C(=O)OC)cc1	5	1.8	-3	-0.8	5	-25	1.3	-10	2.1	nt	-4
Cc1ccnc(N/N=C/c2ccco2)n1	15	-0.5	2	-2.7	2	-5	-3.0	6	1.5	99	10
